Kir21 inh – inhibitors of mouse Kir2.1 inward-rectifier potassium channel. Inward rectifier potassium channel 2 (Mus musculus), P35561. HEK293-Kir2.1, FluxOR thallium flux fluorescence; stronger effect = lower value. B-score at 10 µM. 310,000 compounds, 0.85% hits. AID 1672, 2009;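 active = fluorescence ratio B-score at or below minus 3 SD of library scores, with starting-brightness B-score within 2 SD, cut at about -4.2 in these data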;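 note: channel flux triggered by added potassium and thallium sulfate stimulus; B-score of peak minus minimum fluorescence over baseline after thallium stimulus; more negative B-score means stronger Kir2.1 block with less thallium influx; some compounds called inactive have numbers as strong as hits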
Target sequence (P35561 whole entry, looked up): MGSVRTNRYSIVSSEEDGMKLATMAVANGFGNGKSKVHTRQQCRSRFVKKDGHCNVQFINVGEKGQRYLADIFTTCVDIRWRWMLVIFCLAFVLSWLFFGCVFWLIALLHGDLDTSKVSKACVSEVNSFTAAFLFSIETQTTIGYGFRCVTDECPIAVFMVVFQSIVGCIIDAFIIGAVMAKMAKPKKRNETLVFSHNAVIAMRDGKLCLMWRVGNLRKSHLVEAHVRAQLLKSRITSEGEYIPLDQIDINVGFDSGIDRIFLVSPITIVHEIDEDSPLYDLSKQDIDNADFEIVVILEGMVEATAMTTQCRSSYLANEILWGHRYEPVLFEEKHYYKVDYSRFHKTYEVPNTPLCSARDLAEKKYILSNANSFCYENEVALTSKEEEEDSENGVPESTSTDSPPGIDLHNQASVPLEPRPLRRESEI
KCNQ2 block – KCNQ2 potassium channel inhibitors, primary screen, cell-based, CHO-K1, FluxOR thallium flux, B-score (AID 2156); B-score at 10 µM; 310,000 compounds, 1.1% hits; 20 min; stronger effect = lower value; Potassium voltage-gated channel subfamily KQT member 2 (Rattus norvegicus), O88943;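 active = fluorescence ratio B-score at most minus 3 library SDs, with starting brightness B-score within 2 library SDs, cut at about -5.5 in these data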
* = called active by the depositor; i = inactive.

Kir21 inh,KCNQ2 block,SMILES
-0.17,i,C#CCN1C(=O)C(O)(CC(=O)c2cc(OC)ccc2OC)c2ccccc21 (stereo not given)
-0.38,i,Cc1ccc(/C=C/C(=O)O)cc1S(=O)(=O)NCC1CCCO1 (stereo not given)
-3.1,i,COCCNC(=O)[C@@H]1CSC2c3ccc(OC)c(OC)c3C(=O)N21 (stereo not given in full)
0.5,i,CCS(=O)(=O)c1ccc(-c2cccc(NC(=O)COc3ccc(Cl)cc3)c2)nn1
-0.42,i,COc1ccc(CN2C(=O)NC3(CCCCC3)C2=O)cc1F
-0.1,i,CCCc1noc(-c2cccc([N+](=O)[O-])c2)n1
-0.58,i,Cc1ccc(-c2ncns2)cc1
-0.01,i,CCCCn1cnc2c([nH]c3cc(OC)ccc32)c1=O
0.11,i,COc1ccc(CCNC(=O)c2cc(-c3ccc(Cl)c(Cl)c3)oc2C)cc1
0.87,i,O=C(Nc1cccc2cccnc12)c1cccnc1
2.3,i,Cc1nc2c(C)cccn2c1C(=O)c1ccccc1
0.43,i,Cc1ccc(NC(=S)Nc2ccc3[nH]c(=O)[nH]c3c2)cc1C
-1.2,i,CCOc1ccc(S(=O)(=O)Nc2cccc(C(=O)N3CCN(C(C)=O)CC3)c2)cc1
-2.2,i,CCOc1cc(C2NC(=O)NC(O)(C(F)(F)F)C2C(=O)c2ccc(Cl)cc2)ccc1O (stereo not given)
-0.04,i,Cc1cccc(OCC(O)CN2CC3(C)CC2CC(C)(C)C3)c1 (stereo not given)
2.3,i,Cn1c(SCC(=O)N2CCN(Cc3ccccc3)CC2)nnc1-c1ccncc1
2.3,i,c1ccc2[nH]c(SCc3ccc(-c4nnco4)cc3)nc2c1
0.02,i,O=C(NCC1CCCO1)c1ccccc1-c1nc(-c2ccc(Cl)cc2)no1 (stereo not given)
0.3,i,CNC(=O)CSc1nnc(-c2ccccc2F)n1CCc1ccccc1
-0.31,i,Cn1cc(C(=O)NC2CCCCCCC2)c(=O)c2cc(S(=O)(=O)N3CCCC3)ccc21
-0.04,i,C[C@@H]1CN(Cc2nc(Cc3ccccc3F)no2)C[C@H](C)O1
-0.34,i,CC(=O)N1c2ccc(S(=O)(=O)NCC3CCC(C(=O)Nc4ncccc4C)CC3)cc2CC1C (stereo not given)
0.12,i,Cc1cc(C)n(-c2ccc(C(=O)OCC(=O)Nc3ccc([N+](=O)[O-])cc3)cc2)n1
0.89,i,CC(=O)Nc1sc2c(c1CN1CCN(C)CC1)CCCC2
-2.3,i,[O-]C1=N/[N+](=C/c2ccccc2Cl)CC1
-1.5,i,CCCn1c(N)c(Br)c(=O)[nH]c1=O
-0.36,i,COCCNC(=O)c1cccc(OC2CCN(Cc3ccc(F)cc3OC)CC2)c1
-1.7,i,COc1ccc(CCN=C(N)NS(=O)(=O)c2cc(F)ccc2F)cc1
0.77,i,Cc1cc(CNC(=O)COc2c(F)c(F)cc(F)c2F)c2ccccc2n1
-0.4,i,COc1ccc(S(=O)(=O)N(CC(=O)NCc2ccco2)c2ccc(C)cc2)cc1OC
-1.2,i,CCc1ccccc1NC(=O)CN(C)Cc1nc(N)nc(Nc2ccccc2C)n1
-2.7,i,O=S(=O)(c1cccc(-c2csc(N/N=C/c3ccco3)n2)c1)N1CCOCC1
1.5,i,Cc1c(OCc2nn[nH]n2)ccc2c3c(c(=O)oc12)CCC(C)C3 (stereo not given)
-2.6,i,CC(=O)c1ccc(-c2nnc(CCC(=O)N(C)Cc3cnc4ccccn34)o2)s1
0.07,i,CCOc1ccc(C2Oc3nc(SC)nnc3-c3ccccc3N2C(C)=O)cc1OC (stereo not given)
-0.2,i,Cc1ccc(-c2nc(S(=O)(=O)c3ccc(F)cc3)c(SCC(=O)NCC3CCCO3)o2)cc1 (stereo not given)
-0.38,i,CN(C)c1ccc(CN(C(=O)c2cccs2)C2CCS(=O)(=O)C2)cc1 (stereo not given)
-0.02,i,NC(=O)C1(N2CCCCC2)CCN(C(=O)c2ccc(-n3cnnn3)cc2)CC1
0.45,i,N#CC(C(=O)NCCc1ccccc1)c1nc2ccccc2nc1N1CCCCC1 (stereo not given)
1.5,i,O=C(Cn1cnc2ccccc2c1=O)c1ccc2ccccc2c1

Nothing new here: five of the compounds above.
Kir21 inh,KCNQ2 block,SMILES
-0.04,i,C[C@@H]1CN(Cc2nc(Cc3ccccc3F)no2)C[C@H](C)O1
-0.34,i,CC(=O)N1c2ccc(S(=O)(=O)NCC3CCC(C(=O)Nc4ncccc4C)CC3)cc2CC1C (stereo not given)
0.12,i,Cc1cc(C)n(-c2ccc(C(=O)OCC(=O)Nc3ccc([N+](=O)[O-])cc3)cc2)n1
0.89,i,CC(=O)Nc1sc2c(c1CN1CCN(C)CC1)CCCC2
-2.3,i,[O-]C1=N/[N+](=C/c2ccccc2Cl)CC1

The listing picks up with the 2 entries that preceded the break.
Kir21 inh,KCNQ2 block,SMILES
0.45,i,N#CC(C(=O)NCCc1ccccc1)c1nc2ccccc2nc1N1CCCCC1 (stereo not given)
1.5,i,O=C(Cn1cnc2ccccc2c1=O)c1ccc2ccccc2c1
0.32,i,COc1cc(OC)nc(NC(=O)NS(=O)(=O)c2ccccc2Cl)n1
0.59,i,C=CCn1c(SCC(=O)c2ccc(CNC(C)=O)o2)nc2ccccc2c1=O
0.02,i,CC1(C)NS(=O)(=O)Oc2ccccc21
3.5,i,COC(=O)C1=C(C)N(c2ccc(OC)c(OC)c2)C(=O)C1
-1.5,i,Cc1nc(S/C(C(=O)O)=C2/C(=O)Nc3ccccc32)n[nH]1
0.59,i,CN1C(=O)c2oc3ccccc3c(=O)c2C1c1ccccn1 (stereo not given)
-0.06,i,COc1ccc(Nc2ccc([N+](=O)[O-])c3nonc23)c(OC)c1
1,i,O=C(O)C1CC=CCC1C(=O)Nc1cccc(F)c1 (stereo not given)
0.31,i,C#CC(C)OC(=O)Nc1cnccc1C(F)(F)F (stereo not given)
-0.56,i,O=C(CCNC(=O)OCc1ccccc1)NC1CCCCC1
-0.68,i,CSc1nnc(-c2cccc(NC(=O)c3ccccc3)c2)n1C
1.9,i,CCS(=O)(=O)c1nc(S(=O)(=O)c2ccc(C)cc2)c(N2CCC(O)CC2)s1
1.2,i,CCOC(=O)/C(=C/Nc1ccccc1)[N+](=O)[O-]
-0.33,i,CN(Cc1cnccn1)C(=O)c1cc(COc2cccc(C(F)(F)F)c2)on1
0.7,i,COC(=O)c1cn(CC(=O)NCc2ccco2)c2ccccc12
-0.58,i,COC(=O)N/N=C/c1ccccc1OCc1ccccc1
0.41,i,CN1CCN(S(=O)(=O)c2ccccc2)CC1
-2.4,i,O=C(NCCc1ccccc1)C1CC(=O)N(C2CCCCC2)C1 (stereo not given)
-0.19,i,Cc1nc(NC(=O)C2CC2)sc1C(=O)Nc1cccc(Cl)c1
0.55,i,COc1cccc(-c2cc(C(F)(F)F)nc(-n3cncn3)n2)c1
1.6,i,Cc1cccc(C)c1-n1nnnc1SCSc1nnnn1-c1c(C)cccc1C
0.02,i,Nc1nc(SCC(=O)Nc2ccc([N+](=O)[O-])cc2Br)n[nH]1
-0.01,i,CCOc1ccc(NC(=S)NCc2ccc3[nH]c(C)cc3c2)cc1
-1.4,i,COc1ccc(C2CC(c3c(-c4ccccc4)c4cc(Cl)ccc4[nH]c3=O)=NN2S(C)(=O)=O)cc1OC (stereo not given)
-0.24,i,Cc1ccc(NC(=O)CNC(=O)c2cccs2)c(O)c1
-0.7,i,O=C(CSc1nnc(-c2cccnc2)n1CCN1CCCCC1)Nc1cccc(Cl)c1
-1.3,i,O=C(NCc1cccs1)C(Cc1ccccc1)NS(=O)(=O)c1cccs1 (stereo not given)
-1,i,COc1ccc(-c2ccc(SC)nn2)cc1
-0.34,i,CC(=O)c1cccc(S(=O)(=O)N(C)C2CCN(C)CC2)c1
-0.85,i,CCOc1cccc(/C=N/N2CCN(c3ccc(Cl)cc3)CC2)c1O
-1.2,i,O=C(c1ccc2c(=O)n(CCc3ccccc3)c(=O)[nH]c2c1)N1CCN(c2ccc(F)cc2)CC1
-0.02,i,O=c1cc(-c2ccccc2)[nH]n1-c1nc2ccccc2[nH]1
0.04,i,Cc1ccc(NC(=O)CCC(=O)N/N=C/c2ccc([N+](=O)[O-])o2)cc1C
0.07,i,O=C(O)c1ccc(CS(=O)c2cccc(C(F)(F)F)c2)o1 (stereo not given)
0.13,i,CC(NC(=O)c1ccc2nc[nH]c2c1)c1ccccc1 (stereo not given)
0.87,i,O=C(NCC(=O)N(c1ccc(F)cc1)C(C(=O)NC1CCCC1)c1cccnc1)c1cccs1 (stereo not given)
-0.03,i,O=C(O)C1CCN(Cc2cccnc2)CC1
1.3,i,Oc1c(Br)cc(/C=N/n2c(-c3ccccc3)n[nH]c2=S)c(O)c1Br
-2,i,Cc1ccc(S(=O)(=O)N/N=C\c2ccc(C)o2)cc1
-0.05,i,Cc1cc(N2CCN(c3ncccn3)CC2)nc2c(C)cccc12

In the list so far, these have a thiophene ring, fused or not:
Kir21 inh,KCNQ2 block,SMILES
0.89,i,CC(=O)Nc1sc2c(c1CN1CCN(C)CC1)CCCC2
-2.6,i,CC(=O)c1ccc(-c2nnc(CCC(=O)N(C)Cc3cnc4ccccn34)o2)s1
-0.38,i,CN(C)c1ccc(CN(C(=O)c2cccs2)C2CCS(=O)(=O)C2)cc1 (stereo not given)
-0.24,i,Cc1ccc(NC(=O)CNC(=O)c2cccs2)c(O)c1
-1.3,i,O=C(NCc1cccs1)C(Cc1ccccc1)NS(=O)(=O)c1cccs1 (stereo not given)
0.87,i,O=C(NCC(=O)N(c1ccc(F)cc1)C(C(=O)NC1CCCC1)c1cccnc1)c1cccs1 (stereo not given)

Going on with the list:
Kir21 inh,KCNQ2 block,SMILES
0.07,i,CCOC(=O)C(=CNNc1ccsc1C(=O)OC)C(=O)OCC
0.29,i,COc1ccc(C(=O)Cn2c(=N)n(C)c3ccccc32)cc1
0.9,i,CC(=O)NS(=O)(=O)c1ccc(N=c2ssc3c2-c2cc(C)c(C)cc2NC3(C)C)cc1
0.22,i,Cc1cc(NC(=O)CSc2nnc(-c3ccccc3)o2)no1
0.12,i,COc1cccc(/C=N/NC(=O)CN(CCc2ccccc2)S(=O)(=O)c2ccc(NC(C)=O)cc2)c1
-0.09,i,CCn1ccc(C(=O)NC2CCCC2)n1
0.98,i,O=C1S/C(=C/c2ccccc2F)C(=O)N1CCN=C1NS(=O)(=O)c2ccccc21
0.03,i,CCCCC(=O)N=c1sc2c(OC)ccc(OC)c2n1C
-0.16,i,COc1ccc(OC)c(C(c2nnnn2Cc2ccccc2)N2CCN(C)CC2)c1 (stereo not given)
-0.53,i,COC(=O)C1CCN(C(=O)COC(=O)Cc2c[nH]c3ccccc23)CC1
-0.44,i,O=S(=O)(c1ccc(-c2ccon2)s1)N1CCOCC1
0.03,i,CCOc1ccc(S(=O)(=O)NCCC(=O)NCCOc2ccccc2)cc1
-1,i,COC(=O)c1ccc(CSc2nc3ccc(S(N)(=O)=O)cc3[nH]2)cc1
2.4,i,CC1CCCCC1NC(=O)CCCCCn1c(=S)[nH]c2ccsc2c1=O (stereo not given)
0.64,i,COc1cccc(NC(=O)c2ccc(-n3cnnn3)cc2)c1
-0.52,i,COc1ccc(Nc2nc(N)nc(CSc3nc(C)cc(C)n3)n2)cc1
2.2,i,OCCNc1nc(Nc2ccccc2)nc(Nc2ccccc2)n1
0,i,N/C(=N\S(=O)(=O)c1cc(C(F)(F)F)cc(C(F)(F)F)c1)c1ccncc1
0.63,i,Cc1ccc(C(C(=O)NC(C)(C)C)N(C(=O)c2csnn2)c2ccccc2F)o1 (stereo not given)
-0.58,i,Cc1cc(C)n2ncc(C(=O)Nc3cccc(O)c3)c2n1
0.71,i,Cc1nc2ccccc2c(=O)n1/N=C/c1ccc2ccccc2c1O
1.2,i,CCCCOC(=O)C1C2C=C[C@]3(CN(C(C)c4ccc(OC)cc4)C(=O)[C@H]13)O2 (stereo not given in full)
-1,i,O=C(C1CCC(=O)N(C2CC2)C1)N1CCN(c2cccc(Cl)c2)CC1 (stereo not given)
-1.2,i,COc1cccc(NC(=O)CN2C(=O)COc3ccc(Cl)cc32)c1
0.64,i,O=C(CSc1ccccc1)N1CCN(C(=O)c2ccco2)CC1
0.55,i,Fc1ccccc1OCCCN1CCOCC1
-0.06,i,CCN(CC(=O)NC(C)C)C(=O)C(CCSC)NC(=O)c1cccc(C)c1 (stereo not given)
0.01,i,CCn1cc(CNC(=O)/C=C/c2ccc([N+](=O)[O-])cc2)c(C)n1
0.48,i,COc1cccc(CN(C)C(=O)c2cccc(OC3CCN(C4CCCC4)CC3)c2)c1
-0.62,i,O=C1/C(=C/C=C/c2ccco2)SC(=S)N1c1ccc(O)cc1
1,i,Cc1cc(C)cc(NC(=O)c2cccc(NC3=NC4CS(=O)(=O)CC4S3)c2)c1 (stereo not given)
1.8,i,COc1c(C)cc(C(=O)C2CCCN(C(=O)c3cc4nc(C)cc(C)n4n3)C2)cc1C (stereo not given)
1.3,i,CNC(=O)N(O)C1N(/N=C/c2ccccc2F)C(=S)SC1(C)C (stereo not given)
-0.39,i,Cc1cc(N2CCN(C)CC2)nc2ccc(NC(=S)N3CCCCC3)cc12
-1.2,i,CCC(CC)NC(=O)c1ccc2nc[nH]c2c1
0.42,i,Cc1ccc(NC(=O)Cc2nnc(SCC(=O)NC3CCCC3)n2C)cc1
1.2,i,COC(=O)c1c(NC(=O)COC(=O)c2ccccc2O)sc2c1CCCCC2
0.23,i,COc1c(S(=O)(=O)N2CCN(C(=O)c3ccco3)CC2)ccc(Cl)c1Cl
-0.76,i,O=C(NC1CCCCC1)NC1CC2CCC(C1)N2Cc1nnnn1Cc1ccc2c(c1)OCO2 (stereo not given)
0.8,i,COc1ccc(OCCSc2nc3ccccc3n2CCC(=O)O)cc1
-0.2,i,CN1CCN(C(=S)c2ccc(Br)cc2)CC1
0.54,i,Cc1ccc2[nH]c3c(=O)[nH]ncc3c2c1

From PubChem
